Growth percent in the NCI-60 one-dose screen (48 h, 10 µM unless noted): 100 = growth as untreated, 0 = no growth, -100 = all killed.
A498 = A498 renal cancer cells; actives 5.4% (n = 76,000)
NCI-H460 = NCI-H460 lung cancer; AID 1794736; actives 6.8% (n = 82,000)
CAKI-1 = CAKI-1 renal cancer. actives 4.7% (n = 75,000)
RXF 393 = RXF 393 renal cancer cells. actives 6.9% (n = 77,000). AID 1794773
NCI-H226 = NCI-H226 lung cancer. AID 1794732. actives 3.5% (n = 79,000)
NCI-H23 = NCI-H23 lung cancer. actives 4% (n = 80,000)
NCI/ADR-RES = NCI/ADR-RES ovarian cells; actives 4.4% (n = 81,000)
NCI-H522 = NCI-H522 lung cancer. AID 1794739. actives 8% (n = 78,000)
ACHN = ACHN renal cancer; actives 4.9% (n = 81,000)
Numbers without * were called inactive; · = not tested or not shown; & = joins results of further samples. How the source made its calls: active means growth percent below 10; inactive means the rest.

SMILES	A498	NCI-H460	CAKI-1	RXF 393	NCI-H226	NCI-H23	NCI/ADR-RES	NCI-H522	ACHN
CC(CCN=Cc1ccccc1O)N=Cc1ccccc1O (stereo not given)	102	101	95	97	86	93	101	95	114
C=CCOC(=O)C1=C(C)NC(=O)NC1c1c(Cl)n(C)c2ccccc12 (stereo not given)	101	106	94	100	98	88	99	93	100
CCSc1nc2ccccc2c(=O)n1CCc1ccccc1	83	90	71	·	90	85	83	96	96
Nc1ccn(C2O[C@H](CO)[C@@H](O)[C@@H]2O)c(=O)n1 (stereo not given in full)	67	6.4*	12	83	34	28	35	68	0.8*
Cc1ccc(C)c2c1SC1=NNC(N3CCNCC3)=C(C#N)C(=N)N12	92	99	92	106	90	90	101	98	92
O=C1c2ccccc2C(=O)N1CCc1ccccn1	115	106	93	110	94	91	103	·	105
CCOC(=O)CC[C@H](NC(=O)c1ccc(N(C)Cc2cnc3nc(N)nc(N)c3n2)c2ccccc12)C(=O)OCC	35	14	24	49	73	25	39	22	25
[2H]C([2H])([2H])Oc1ccc(F)cc1/C=C/C(=O)/C=C(O)/C=C/c1cc(F)ccc1OC([2H])([2H])[2H]	99	89	94	103	105	89	90	74	106
C=C(C)[C@@H]1CC[C@]2(C(=O)N3CCN(C)CC3)CC[C@]3(C)[C@H](CC[C@@H]4[C@@]5(C)C/C(=C/c6ccco6)C(=O)C(C)(C)[C@@H]5CC[C@]43C)[C@@H]12	97	65	·	45	86	80	70	74	75
COc1ccc(N2CCN(c3nc(-c4ccccn4)nc4sc5c(c34)CCCCCC5)CC2)cc1	64	57	54	·	·	51	36	·	47
COc1cc(-c2nc(-c3nnc(-c4cc(C(F)(F)F)cc(C(F)(F)F)c4)o3)c3ccccn23)cc(OC)c1OC	107	106	99	92	88	98	101	89	85
Cc1ccc(NCCN2CCOCC2)c2c(=O)c3ccccc3sc12	94	36	59	54	107	85	75	87	79
C/C(=C(/C)C1CC1CCN(Cc1ccccn1)Cc1ccccn1)c1ccccc1 (stereo not given)	91	112	92	105	95	95	100	96	100
Cc1cc(=O)[nH]c(NN=C2CCCC2)n1	129	116	100	121	101	122	121	103	108
O=C1CC2CCCC(C1)S2=O (stereo not given)	99	107	100	92	101	99	106	85	102
CCN(CC)CCCCCNc1cc(Cl)c(Cl)cc1[N+](=O)[O-]	102	98	81	83	98	92	78	104	90
O=C(Nc1cc(Cl)c(Cl)cc1Cl)N1CCOCC1	91	109	105	102	96	113	115	105	98
Nc1nc(N)c2cc(Sc3ccc4ccccc4c3)ccc2n1	59	16	17	53	58	43	44	31	28
CCCn1nc(-c2ccccc2)c2c(-c3ccccc3)onc2c1=O	69	98	86	90	87	86	69	63	94
O=c1c2ccccc2[nH]c2cc(Cl)ccc12	58	97	81	98	81	84	99	79	94

Ordered by number of heavy atoms (ascending): some entries from above.
SMILES	A498	NCI-H460	CAKI-1	RXF 393	NCI-H226	NCI-H23	NCI/ADR-RES	NCI-H522	ACHN
O=C1CC2CCCC(C1)S2=O (stereo not given)	99	107	100	92	101	99	106	85	102
O=c1c2ccccc2[nH]c2cc(Cl)ccc12	58	97	81	98	81	84	99	79	94
Nc1ccn(C2O[C@H](CO)[C@@H](O)[C@@H]2O)c(=O)n1 (stereo not given in full)	67	6.4*	12	83	34	28	35	68	0.8*
O=C(Nc1cc(Cl)c(Cl)cc1Cl)N1CCOCC1	91	109	105	102	96	113	115	105	98
O=C1c2ccccc2C(=O)N1CCc1ccccn1	115	106	93	110	94	91	103	·	105
CCN(CC)CCCCCNc1cc(Cl)c(Cl)cc1[N+](=O)[O-]	102	98	81	83	98	92	78	104	90
Nc1nc(N)c2cc(Sc3ccc4ccccc4c3)ccc2n1	59	16	17	53	58	43	44	31	28
Cc1ccc(NCCN2CCOCC2)c2c(=O)c3ccccc3sc12	94	36	59	54	107	85	75	87	79
[2H]C([2H])([2H])Oc1ccc(F)cc1/C=C/C(=O)/C=C(O)/C=C/c1cc(F)ccc1OC([2H])([2H])[2H]	99	89	94	103	105	89	90	74	106
C/C(=C(/C)C1CC1CCN(Cc1ccccn1)Cc1ccccn1)c1ccccc1 (stereo not given)	91	112	92	105	95	95	100	96	100
COc1ccc(N2CCN(c3nc(-c4ccccn4)nc4sc5c(c34)CCCCCC5)CC2)cc1	64	57	54	·	·	51	36	·	47
COc1cc(-c2nc(-c3nnc(-c4cc(C(F)(F)F)cc(C(F)(F)F)c4)o3)c3ccccn23)cc(OC)c1OC	107	106	99	92	88	98	101	89	85
CCOC(=O)CC[C@H](NC(=O)c1ccc(N(C)Cc2cnc3nc(N)nc(N)c3n2)c2ccccc12)C(=O)OCC	35	14	24	49	73	25	39	22	25
C=C(C)[C@@H]1CC[C@]2(C(=O)N3CCN(C)CC3)CC[C@]3(C)[C@H](CC[C@@H]4[C@@]5(C)C/C(=C/c6ccco6)C(=O)C(C)(C)[C@@H]5CC[C@]43C)[C@@H]12	97	65	·	45	86	80	70	74	75

Additional entries follow.
SMILES	A498	NCI-H460	CAKI-1	RXF 393	NCI-H226	NCI-H23	NCI/ADR-RES	NCI-H522	ACHN
Clc1ccc(C2CC(c3cccc(Nc4ccncc4)c3)=NN2c2ccc(Cl)cc2)cc1 (stereo not given)	72	-81*	-60*	·	92	48	11	-44*	-67*
Nc1ccc(/C=C2\NC(=O)NC2=O)c(Cl)c1	79	104	95	107	98	89	93	40	97
N#Cc1c(-c2ccccc2F)n2c(nc1=O)SC(=O)C2	104	112	101	109	97	103	107	102	99
O=C1Nc2ccc(F)cc2/C1=N/c1nnc(Sc2ccccc2)s1	79	96	75	110	91	87	85	77	82
CCC(C)(C)OC(=O)c1ccc([N+](=O)[O-])cc1	106	110	106	119	105	105	112	98	115
CCC(=O)Oc1ccc(C(C)(C)C)cc1C(C)c1ccccc1 (stereo not given)	72	103	92	92	86	95	99	118	105
O=C(O)c1nn(-c2ccc(Cl)cc2)nc1N1CCCC1	74	101	98	85	91	91	99	89	99
CS(=O)(=O)c1ccc(C(=O)N/N=C/c2ccccc2Cl)cc1	91	101	98	117	97	95	106	96	108
C=CC(=O)OCC(C)(C)COC(=O)C=C	102	110	108	110	102	95	105	73	98
COc1ccc(-c2cc(-c3c[nH]c4ccccc34)nc(-c3c[nH]c4ccccc34)c2C#N)cc1	109	107	84	94	92	104	108	93	95
O=C(c1cc(NCc2cc(O)ccc2O)ccc1O)N1CCCCC1	·	107	105	119	99	103	101	81	104
O=C(CSc1nc2ccccc2s1)N1c2ccccc2Sc2ccccc21	92	100	74	90	84	85	89	74	97
NS(=O)(=O)c1ccc(Nc2nc(Nc3ccccc3)nc(N3N=C(c4ccc(Cl)cc4)CC3c3ccc([N+](=O)[O-])cc3)n2)cc1 (stereo not given)	·	76	75	58	81	·	101	91	86
Cc1ccc2c(c1)C(C)(C)CCC2C (stereo not given)	105	112	91	115	100	99	101	92	102
COC(=O)C1CN(S(=O)(=O)/N=C2\NC(=O)NC2=C(Cl)Cl)C1	·	108	101	123	106	·	109	99	106
Brc1nc(Br)c(Br)[nH]1	89	101	97	110	113	102	101	82	103
NC(=O)Nc1ccc(Cl)cc1	129	104	98	113	102	104	107	96	114
NC(=O)CCCCC1CCSS1 (stereo not given)	107	100	91	94	93	100	105	·	116
Cc1cc(=O)n(C(=O)COc2ccc3c(C)c(C)c(=O)oc3c2)[nH]1	77	90	114	102	86	86	108	65	72
Cn1cnc2c1c(=O)n(CCC(=O)Nc1ccccc1)c(=O)n2C	80	107	93	119	113	105	109	84	113
COc1ccc(/C=C2/C(c3ccc(Cl)cc3)=NN=C2C(F)(F)F)cc1	117	106	86	98	88	82	93	72	92
Cc1c(Cc2ccccc2)sc2nc(=O)c3cn(C)nc3n12	84	102	83	112	108	103	105	84	95
O=C(Cc1ccccc1)NC1CCCCC1	108	106	103	106	106	96	107	90	105
CC(C)(O)C(F)(Cl)Cl	115	107	85	115	96	104	105	·	103
COc1cc(-c2c(C#N)c(-c3ccc(C)cc3)nc3c2c(-c2ccccc2)nn3-c2ccccc2)ccc1O	103	108	87	108	111	105	107	85	114
COC(=O)C1=CCCCC(N2CCOCC2)=C1C(=O)OC	96	104	105	106	99	108	104	82	105
CS(=O)(=O)O	111	109	98	99	103	99	99	100	116
COc1ccc2c(c1)c(-c1ccc(-c3cn(C)c4ccc(OC)cc34)o1)cn2C	85	57	37	67	83	67	39	-20*	36
Cc1ccc(NC(=O)CCC(=O)NS(=O)(=O)c2ccc(C)cc2)cc1	118	115	91	102	101	103	104	95	108
O=[N+]([O-])c1ccc(N/N=C(\Oc2ccccc2)c2ccc([N+](=O)[O-])cc2)cc1	93	59	91	65	·	87	89	71	95
Cc1cccc[n+]1CC(=O)O	77	110	97	109	98	93	98	85	106
O=S(=O)(NCCCNc1nccc(-c2c(-c3cccc(F)c3)nc3sccn23)n1)c1ccc(F)cc1	·	88	58	85	56	84	60	54	64
CC(C)(C)NC(=O)C(OC(=O)c1cccc(Cl)c1)c1cc2cc(F)ccc2nc1Cl (stereo not given)	94	103	91	106	94	101	93	61	107
COc1ccccc1-n1c(-c2ccc(O)cc2C)cn2c3c(=O)[nH]c(=O)n(C)c3nc12	80	93	79	72	92	92	108	·	74
Cc1nc(-c2ccccc2Cl)nc2sc(C(=O)Nc3ccc(Cl)cc3)c(N)c12	95	86	79	70	40	94	73	60	69
O=C(CCBr)NC(=O)Nc1ccccc1	105	108	82	100	97	97	98	26	75
COc1ccc(-c2cc(-c3ccc(OCc4nc5ccccc5[nH]4)cc3)nc(N)n2)cc1	100	89	75	·	66	54	72	57	78
Cc1ccc(O)c(C(C)C)c1	97	98	99	104	99	103	93	88	91
Cc1ccc(C(=O)c2oc3ccc4c(C)cc(=O)oc4c3c2C)cc1	32	3.1*	15	37	·	40	30	26	33
COc1cc2ncnc(Nc3ccc4c(cnn4C(=O)Nc4ccccc4)c3)c2cc1OC	65	103	77	87	103	100	100	89	94
BrCCOc1ccccc1	91	105	99	108	97	106	110	90	107
CCc1ccc(N2CCC(=S)NC2=S)cc1	108	101	93	139	108	101	106	95	104
c1ccc2[nH]c(SSc3nc4ncncc4[nH]3)nc2c1	62	43	-46*	65	58	32	26	36	32
N#C/C(=C\c1ccc(Br)cc1)c1cc2ccccc2[nH]1	89	96	93	115	93	92	99	85	102
CC(=O)c1ccccc1Nc1nccc(-c2ccc(Cl)cc2)n1	112	105	78	88	89	92	90	84	96
CC(=O)CC(=O)c1cccs1	110	108	92	122	110	106	107	118	112
O=C1CCC(=O)N1c1ccc(Cl)cc1	103	105	96	123	98	98	107	89	107
Cc1ccc2cccc(Oc3ccc(Nc4ncnc5onc(-c6ccccc6)c45)cc3)c2n1	13	73	89	83	·	88	87	72	80
NCCNCCNCCN	104&116	102&110	99&88	92	96&107	100&102	112&104	92&93	102&99
Cc1nc2sc(C(=O)Nc3ccc(Cl)cc3)c(N)c2cc1C(=O)c1ccccc1	75	98	92	100	96	102	103	94	100

(more compounds)
SMILES	A498	NCI-H460	CAKI-1	RXF 393	NCI-H226	NCI-H23	NCI/ADR-RES	NCI-H522	ACHN
Cn1cnc([N+](=O)[O-])c1S(=O)(=O)Oc1ccc(Cl)cc1	·	103	-65*	82	98	96	96	·	-71*
COc1cc(/C(=C2/O[C@@H]([C@H](O)CO)[C@H]3OC(C)(C)O[C@@H]23)c2ccc3c(c2)OCO3)cc(OC)c1OC	·	113	104	·	105	103	97	93	107
O=C(CNc1nc(-c2cccc([N+](=O)[O-])c2)cs1)Nc1cccc([N+](=O)[O-])c1	-77*	-16*	-10*	·	-36*	-30*	-11*	-36*	-20*
Clc1ccc(/C=C/c2cc(/C=C/c3ccc(Br)cc3)c3ccccc3n2)c(Cl)c1	123	100	81	88	93	95	100	96	103
CC(=O)Nc1ccc(NC(=O)CC(=O)Nc2ccc(NC(C)=O)cc2)cc1	79	88	92	114	102	113	110	76	98
O=[N+]([O-])c1cccc(C(c2ccccc2)c2ccccc2)c1	91	88	57	102	77	87	96	79	86
COc1ccccc1C(=O)Nc1nn(C)c2nc(C)c(Cl)c(C)c12	49	88	84	68	86	93	88	69	86
COc1ccc(NC(=O)CSc2nnc(Cn3c(C(F)(F)F)nc4ccccc43)o2)cc1	93	103	92	109	99	91	97	51	82
COC(=O)c1csc(-c2ccc(CO)o2)n1	112	106	95	114	95	108	108	·	118
CC/C(=C(\CC)c1ccc(OC)cc1)c1ccc(OC)cc1	100	101	92	79	92	85	92	86	102
COc1ccc(-c2nn(-c3ccccc3)cc2-c2nc3ccccc3[nH]2)cc1	75	100	82	103	96	99	95	102	97
CCOC(=O)/C(C#N)=C\c1ccc(Cl)c(Cl)c1	122	108	89	97	97	112	104	·	111
O=C(CCl)N1c2ccccc2Oc2ccc3ccccc3c21	110	2.2*	-46*	-84*	3.5*	-48*	-12*	-83*	-96*
Nc1ccn(C2O[C@H](CO)[C@@H](O)[C@H]2O)c(=O)n1 (stereo not given in full)	106	60	91	50	·	72	70	71	79
CCCC1(C=O)NC(=O)NC1=O (stereo not given)	·	108	97	·	97	109	109	85	106
O=C1NC(=O)/C(=C\c2ccc3c(c2)OCO3)S1	103	106	103	112	104	90	100	93	102
Clc1ccc(Nc2nnc(CNc3ccccc3)c3ccccc23)cc1	25	18	28	26	25	10.0*	19	-5.9*	7.1*
O=C(CNC(=O)c1ccc(Cl)cc1)NO	107&92	111&112	88&88	116&103	112&89	99&102	100&105	121&90	101&104
CCN(CC)S(=O)(=O)c1ccc(S(=O)(=O)N2CCC[C@@H](C(=O)N3CCN(C(=O)OC(C)(C)C)CC3)C2)cc1	28	73	52	74	78	54	62	68	71
O=C1CCC(C(=O)NNc2ccccn2)N1 (stereo not given)	117	101	91	116	107	107	102	102	107
CN(C)C(=O)OCc1ccc2c(Cl)cc(Cl)c(O)c2n1	68	31	19	68	68	51	15	65	27
CN1CCN(CCCOC(=O)c2c3c(n4ccccc24)C(=O)c2ncccc2C3=O)CC1	38	-15*	0.1*	-2.1*	16	-31*	2.4*	-87*	-54*
COc1ccc2c3c(c(OCCCN(C)C)nc2c1)-c1ccc(Cl)cc1C3=O	61	-81*	30	-92*	32	-2.7*	7.1*	-64*	-75*
O=C(OCCCCBr)c1ccccc1	80	102	92	99	103	109	102	116	99

Source: PubChem BioAssay
